GASC-1 inh = human JMJD2C demethylase inhibition; inhibition, % at 2.35 µM; Q9H3R0; hit rate 0.069% among 330,000; GST-JMJD2C(1-420) H3K9me3 demethylation, DELFIA europium;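 active = more than half of a compound's replicate wells show inhibition beyond 50%, single wells judged on their own value; inconclusive = some, but no more than half, of replicates pass 50% inhibition; inactive = no replicate passes 50% inhibition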;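 also: signal counts dimethyl H3K9 product captured on neutravidin plate; 0% = median of DMSO wells and 100% = 0.3 times that DMSO median; strong numbers were not always called active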
Target sequence (Q9H3R0 1-420 limits assumed): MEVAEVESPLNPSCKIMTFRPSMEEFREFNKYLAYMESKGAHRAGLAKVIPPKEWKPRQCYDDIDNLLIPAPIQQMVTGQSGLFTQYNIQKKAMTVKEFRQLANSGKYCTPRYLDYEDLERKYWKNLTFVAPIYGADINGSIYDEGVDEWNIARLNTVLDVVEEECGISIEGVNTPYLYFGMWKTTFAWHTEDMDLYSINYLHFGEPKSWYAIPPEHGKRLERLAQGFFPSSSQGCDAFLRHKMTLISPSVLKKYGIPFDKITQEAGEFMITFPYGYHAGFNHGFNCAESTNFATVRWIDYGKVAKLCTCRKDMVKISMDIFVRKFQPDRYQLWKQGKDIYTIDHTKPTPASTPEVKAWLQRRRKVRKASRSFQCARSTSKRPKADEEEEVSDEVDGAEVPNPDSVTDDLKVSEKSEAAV
AGP1-GFP MLPCN = modulators of TOR pathway AGP1-GFP in S. cerevisiae; GFP response vs DMSO, % at 10 µM; hit rate 0.02% among 320,000; S. cerevisiae AGP1-GFP multiplex flow cytometry, 3 h; GFP as percent of DMSO wells;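 active = GFP response relative to DMSO above a set limit, near screen average plus 3 SD, cut at about 150% in these data; inconclusive = fewer than 70 cells counted for the yeast strain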;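 also: median GFP channel fluorescence of the gated AGP1 strain per well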
RPL19A TOR yeast = yeast TOR pathway RPL19A-GFP modulation; S. cerevisiae RPL19A-GFP strain, flow cytometry, 3 h; active compounds read low; percent response vs DMSO, % at 10 µM; hit rate 0.3% among 330,000; AID 2025;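 active = percent response vs DMSO below 50%; inconclusive = fewer than 70 events counted for the yeast strain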;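 also: median channel GFP fluorescence of the barcoded RPL19A-GFP strain; ratio of sample median GFP to plate DMSO average so 100% = DMSO; lower means less RPL19A-GFP as with rapamycin TOR inhibition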
CIT2 TOR yeast = yeast TOR pathway CIT2-GFP modulation; S. cerevisiae CIT2-GFP strain, flow cytometry, 3 h; 100 means same as DMSO wells; GFP response vs DMSO, % at 10 µM; hit rate 0.065% among 320,000;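 active = GFP response relative to DMSO above a set limit, near the screen mean plus 3 SD, cut at about 150% in these data; inconclusive = Fewer than 70 cells measured for a yeast strain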;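 also: ratio of well median GFP fluorescence to mean of DMSO wells on the plate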
GRK2 inh = inhibitors of human GRK2 displacing RNA aptamer. P25098. bead flow cytometry, FAM-aptamer displacement from GRK2. inhibition of aptamer binding, % at 10 µM. hit rate 0.59% among 330,000. AID 488847;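 active = inhibition of aptamer binding above 40%, roughly 3 SD of noise, on plates passing a quality check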;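 also: median bead fluorescence of bound FAM aptamer so fluorescent compounds give negative values; no value below 0 was filed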
VLA-4 inh = inhibition in a human VLA-4 binding assay; hit rate 0.2% among 330,000; inhibition, % (about 7 µM as worked out from the volumes in the protocol); P13612; VLA-4 expressing cells, ligand binding flow cytometry; in the data active = inhibition above about 50%
LAP4 TOR yeast = yeast TOR pathway LAP4-GFP modulation; S. cerevisiae LAP4-GFP multiplex, flow cytometry GFP, 3 h; median GFP as percent of DMSO wells; GFP response vs DMSO, % at 10 µM; hit rate 0.34% among 320,000; AID 2023;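 active = GFP response vs DMSO above a set limit, about the screen mean plus 3 SD, cut at about 150% in these data; inconclusive = under 70 cell events counted for the yeast strain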
MEP2 TOR yeast = modulators of TOR pathway MEP2-GFP in S. cerevisiae; S. cerevisiae MEP2-GFP strain, flow cytometry GFP, 3 h; 100% = DMSO control level; GFP response vs DMSO, % at 10 µM; hit rate 0.51% among 330,000; AID 2016;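 active = GFP response versus DMSO above a set limit, roughly screen mean plus 3 SD, cut at about 180% in these data; inconclusive = fewer than 70 cells counted for a yeast strain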;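 also: median GFP fluorescence of the barcode-gated MEP2-GFP cells per well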
* marks the source's active call; other numbers are inactive results; ? = inconclusive; . = no result given; & = joins results of further samples; [ ] = remark or other dose.

GASC-1 inh	AGP1-GFP MLPCN	RPL19A TOR yeast	mol	CIT2 TOR yeast	GRK2 inh	VLA-4 inh	LAP4 TOR yeast	MEP2 TOR yeast
11	97	101	O=C(CSC1=NCCS1)Nc1ccc(S(=O)(=O)N2CCCCCC2)cc1	95	0	-3	104	108
.	102	94	COc1ccc(CCNC(=O)CSc2ccccn2)cc1	90	0	13	104	95
.	110	102	Cc1onc(-c2ccccc2)c1C(=O)NNC(=O)c1ccccc1	104	3	10	110	105
-9	102	114	COC(=O)C(Cc1ccccc1)NC(=O)c1cc(S(=O)(=O)N(C)C)ccc1Cl (stereo not drawn)	104	0	6	100	102
.	101	101	Cc1n[nH]c(C)c1S(=O)(=O)N1CCCC(C(=O)NCc2ccccc2Cl)C1 (stereo not drawn)	101	0	12	99	102
-9	78	95	O=C(c1ccc2c(Cl)c3c(nc2c1)CCCC3)N1CCN(c2ccc(F)cc2)CC1	83	0	-14	105	94
-4	98	94	CCOC(=O)N1CCC(N2CCN(S(=O)(=O)c3ccc([N+](=O)[O-])cc3)CC2)CC1	90	0	5	90	93
?	99	98	CCOc1ccc(N2C(=O)CC(NCCc3ccncc3)C2=O)cc1 (stereo not drawn)	99	1	5	104	99
0	102	99	O=C1CSC(c2ccco2)N1 (stereo not drawn)	90	1	22	97	97
4	90	97	Fc1ccccc1NC(=S)N1CCCCC1	96	1	10	84	101
.	96	97	O=C(c1cc2ccccc2o1)N1CCN(S(=O)(=O)c2c(F)cccc2F)CC1	92	3	8	107	101
4	112	103	COc1ccc(OC)c(CNC(=O)C2CCN(S(=O)(=O)N3CCCC3)CC2)c1	110	1	-351	102	103
-7	90	89	Cc1ncc(CO)c2cc(C(=O)Nc3cccc(F)c3)c(=Nc3cccc(C(N)=O)c3)oc12	88	1	-13	.	92
30	?	?	COc1ccccc1NS(=O)(=O)c1cccc(C(=O)NCC(c2ccco2)N(C)C)c1 (stereo not drawn)	?	0	1	92[may fluoresce red and violet]	?
3	93	99	c1ccc(Nc2nc3ccccc3n3cnnc23)cc1	112	5	8	107	99
-1	104	99	CC(=O)N1CCN(c2ccc(Nc3nc(C)nc4c3oc3ccccc34)cc2)CC1	100	0	13	101	105
.	101	99	O=C(NCc1ccco1)c1ccc(S(=O)(=O)N2CCCCCC2)cc1	89	0	17	107	103
0	97	95	COc1ccc(Cn2c(/C=C/c3ccccc3)nc3ccccc32)cc1	98	2	15	92	102
48	96	97	O=c1[nH]ncc(N/N=C\c2ccncc2)c1Cl	93	4	13	94	99
11	21[may fluoresce violet]	68[may fluoresce violet]	O=C(Nc1ccc2c(c1)OCO2)c1noc2c1CCCCC2	?	1	10	102[may fluoresce violet]	137[may fluoresce violet]
6	98	103	CN(c1ccc(C(=O)Nc2ccc3c(c2)n(C)c(=O)n3C)cc1)S(C)(=O)=O	98	1	8	93	103
-10	101	104	O=C(NNc1cccc(Cl)n1)Nc1ccc(Cl)cc1	91	0	18	99	92
6	94	93	COc1cc(CN2CCCC(C(=O)c3ccc4c5c(cccc35)CC4)C2)cc(OC)c1O (stereo not drawn)	98	0	-4	95	107
-1	86	98	C[C@H]1CN([C@@H](C)CO)C(=O)Cc2cc(NC(=O)Cc3ccccc3)ccc2O[C@H]1CN(C)C(=O)Nc1cccc2ccccc12	82	1	-10	84	90
-4	100	105	Cn1c(=O)c2c(nc(OCc3cccnc3)n2Cc2ccccc2)n(C)c1=O	96	0	11	106	103
0	100	99	Cc1ccc(S(=O)(=O)c2nnn3c2nc(N2CCN(c4ccccn4)CC2)c2ccccc23)cc1C	99	5	20	91	96
-2	93	101	Cc1cccc(N2CC(C(=O)Nc3nnc(SCCN4CCOCC4)s3)CC2=O)c1 (stereo not drawn)	.	1	-11	88	123
-4	97	95	COc1ccc(Cn2nnnc2C(c2ccccc2Cl)N2CCC(C(N)=O)CC2)cc1 (stereo not drawn)	92	2	-6	95	95
-6	105	111	CCOc1[nH]n(-c2ccccc2)c(=O)c1C=Nc1ccc(OC)cc1	102	2	3	111	101
-4	99	98	CC1=CC(C)(C)N2C(=O)C3(SCC(=O)N3c3ccc(F)cc3)c3cc(C)cc1c32 (stereo not drawn)	90	0	1	102	101
-6	102	98	COc1ccc(C(=O)NCC(=O)OCCCOC(=O)CNC(=O)c2ccc(OC)c(OC)c2)cc1OC	96	1	1	109	103
2&10	102	99	Cc1nnc(SCc2ccc(C(=O)c3ccc(Cl)cc3)o2)n1-c1ccccc1	93	1	2	100	103
-3	83	86	O=C(Nc1ccccc1C(=O)N1CCOCC1)c1ccncc1	83	0	20	82	87
35	98	100	Cc1cc(=O)[nH]c(SCc2cccc3ccccc23)n1	96	10	-1	103	101
1	95	95	Cc1cc(NC(=O)CSCC(=O)Nc2ccc(C)c(C)c2)no1	91	2	-7	94	97
-2	96	100	C/C(=N\NC(=O)CN1CCN(S(=O)(=O)c2ccc(C)cc2)CC1)c1cccnc1	96	0	-111	89	97

One compound at a time, from the list above. Order of screens: GASC-1 inh | AGP1-GFP MLPCN | RPL19A TOR yeast | CIT2 TOR yeast | GRK2 inh | VLA-4 inh | LAP4 TOR yeast | MEP2 TOR yeast
Shown for `CN(c1ccc(C(=O)Nc2ccc3c(c2)n(C)c(=O)n3C)cc1)S(C)(=O)=O` → 6 | 98 | 103 | 98 | 1 | 8 | 93 | 103
Shown for `Cc1ncc(CO)c2cc(C(=O)Nc3cccc(F)c3)c(=Nc3cccc(C(N)=O)c3)oc12` → -7 | 90 | 89 | 88 | 1 | -13 | . | 92
Shown for `COc1ccc(Cn2nnnc2C(c2ccccc2Cl)N2CCC(C(N)=O)CC2)cc1` (stereo not drawn) → -4 | 97 | 95 | 92 | 2 | -6 | 95 | 95
Shown for `Cc1cc(NC(=O)CSCC(=O)Nc2ccc(C)c(C)c2)no1` → 1 | 95 | 95 | 91 | 2 | -7 | 94 | 97
Shown for `C[C@H]1CN([C@@H](C)CO)C(=O)Cc2cc(NC(=O)Cc3ccccc3)ccc2O[C@H]1CN(C)C(=O)Nc1cccc2ccccc12` → -1 | 86 | 98 | 82 | 1 | -10 | 84 | 90

Taken from above:
CN(c1ccc(C(=O)Nc2ccc3c(c2)n(C)c(=O)n3C)cc1)S(C)(=O)=O | GASC-1 inh = 6
Cc1cc(=O)[nH]c(SCc2cccc3ccccc23)n1 | GASC-1 inh = 35

Some of these compounds in order of the RPL19A TOR yeast value, low to high:
smiles	GASC-1 inh	AGP1-GFP MLPCN	RPL19A TOR yeast	CIT2 TOR yeast	GRK2 inh	VLA-4 inh	LAP4 TOR yeast	MEP2 TOR yeast
CC1=CC(C)(C)N2C(=O)C3(SCC(=O)N3c3ccc(F)cc3)c3cc(C)cc1c32 (stereo not drawn)	-4	99	98	90	0	1	102	101
Cc1nnc(SCc2ccc(C(=O)c3ccc(Cl)cc3)o2)n1-c1ccccc1	2&10	102	99	93	1	2	100	103
Cc1cc(=O)[nH]c(SCc2cccc3ccccc23)n1	35	98	100	96	10	-1	103	101
Cn1c(=O)c2c(nc(OCc3cccnc3)n2Cc2ccccc2)n(C)c1=O	-4	100	105	96	0	11	106	103
CCOc1[nH]n(-c2ccccc2)c(=O)c1C=Nc1ccc(OC)cc1	-6	105	111	102	2	3	111	101

Remaining list, next part:
GASC-1 inh	AGP1-GFP MLPCN	RPL19A TOR yeast	mol	CIT2 TOR yeast	GRK2 inh	VLA-4 inh	LAP4 TOR yeast	MEP2 TOR yeast
-20	105	98	CC(C)(C)CC(=O)Nc1nnc(C(F)(F)F)s1	103	0	-8	98	103
5	99	101	COc1ccc(-c2cc(C(=O)Nc3cc(S(N)(=O)=O)ccc3C)c3ccccc3n2)cc1OC	101	3	-2	98	101
7	100	94	Cc1nc([N+](=O)[O-])cn1Cc1cccc([N+](=O)[O-])c1	100	0	-1	98	96
-6	89	87	OC(c1ccc(Cl)cc1)c1nccc2ccccc12 (stereo not drawn)	97	0	-7	84	94
-13	107	103	COCCCN1C(=O)c2ccc(C(=O)Nc3ccc(OC)cc3OC)cc2C1=O	101	2	28	104	117
3	106	110	Cc1cc(C(=O)Nc2ccccc2C(=O)O)ccc1NC(=O)COc1ccccc1Cl	114	3	-5	93	113
3	96	104	COc1ccc(NC(=O)c2cccc(N3C(=O)C4C5C=CC(C6CC56)C4C3=O)c2)cc1 (stereo not drawn)	97	4	7	88	101
-2	102	100	Cn1c(=O)[nH]c(=O)c2c1nc(NCc1ccccc1)n2CC(O)c1ccccc1 (stereo not drawn)	110	0	7	104	112
-2	98	105	CS(=O)(=O)Nc1ccc(C(=O)CC(=O)Nc2ccc([N+](=O)[O-])cc2)cc1	95	1	9	96	108
2	100	105	CCCCN(CC)C(=O)Cn1nc(Cc2ccncc2)c2ccccc2c1=O	107	0	18	92	103
2	96	104	C=CCn1cccc(C(=O)Nc2ccc(Cl)cc2)c1=O	107	0	29	89	102
1	93	95	O=C(O)c1cccc(S(=O)(=O)Nc2cccc(S(=O)(=O)N3CCCCCC3)c2)c1	92	3	10	96	97
-9	109	100	COC(=O)c1ccccc1NC(=O)Nc1ccc(Cl)cn1	107	3	-1	113	115
-1	100	101	COC(=O)CSc1nnc(-c2cnccn2)n1C	100	0	10	109	108
-20	98	111	COc1ccccc1NC(=S)NCCc1ccc(OC)c(OC)c1	106	0	13	90	107
4	106	99	CCN(c1ccccc1)S(=O)(=O)c1ccc(C(=O)N2CCCC(C(F)(F)F)C2)cc1 (stereo not drawn)	102	3	-5	105	100
-13	106	101	CCOc1ccc(S(=O)(=O)Nc2cccc(C(=O)NCC(C)(C)N3CCOCC3)c2)cc1	101	0	6	104	101

High-throughput results (PubChem)
